# FECH block = inhibitors of human ferrochelatase; purified FECH, Ni-mesoporphyrin absorbance 550 nm; 20,000 compounds, 3.3% hits; calls only at 10 µM (by protocol); P22830;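 active = enzyme reaction rate more than 3 SD below the solvent-only control wells on the same plate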;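 note: lower slope than DMSO wells means FECH inhibition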
# Target sequence (P22830 whole entry, looked up): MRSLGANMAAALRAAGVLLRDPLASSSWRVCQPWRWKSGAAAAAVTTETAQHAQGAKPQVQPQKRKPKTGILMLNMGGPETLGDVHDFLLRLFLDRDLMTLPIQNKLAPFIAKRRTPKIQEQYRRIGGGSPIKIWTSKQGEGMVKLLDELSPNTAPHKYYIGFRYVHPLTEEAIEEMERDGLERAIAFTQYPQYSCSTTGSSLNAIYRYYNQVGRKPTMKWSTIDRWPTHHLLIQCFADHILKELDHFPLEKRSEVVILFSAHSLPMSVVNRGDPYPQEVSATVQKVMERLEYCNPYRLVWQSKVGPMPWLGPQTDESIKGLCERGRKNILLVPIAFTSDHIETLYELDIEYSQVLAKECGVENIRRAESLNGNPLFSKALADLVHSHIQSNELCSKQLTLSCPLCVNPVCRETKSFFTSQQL
# Calls only; i = inactive; + = active, no number.
mol	FECH block
O=C(c1ccc(CN2C(=O)CCn3nc(-c4cccc(Cl)c4)cc32)cc1)N1CCOCC1	i
O=C(c1ccc2oc(=O)n(Cc3ccccc3)c2c1)N1CCN(c2ccccn2)CC1	i
Cc1ccccc1-c1cccc(C(=O)N2CC3(CCNCC3)CC2C(=O)O)c1 (stereo unspecified)	i
COc1ccccc1C(=O)Nc1ccc(Cl)c(N2CCCS2(=O)=O)c1	i
COc1cccc(Cl)c1-c1csc(CN2CCNCC2)c1	i
Cc1cc(Nc2ccccc2C)n2nc(-c3cccnc3)nc2n1	i
c1ccc(-c2ncn(Cc3ccc4c(c3)OCCCO4)c2C2CCOC2)cc1 (stereo unspecified)	i
OCc1ccc(CN2CCC(c3cc(-c4ccccc4Cl)n[nH]3)CC2)o1	i
Cc1c(-c2nccn2[C@@H]2CS(=O)(=O)C[C@H]2O)c(=O)n(-c2ccccc2)n1C	i
COc1ccc(NC(=O)N2CCC(n3cnc4cccnc43)CC2)c(OC)c1	i
CC1(C(=O)NC2CCCC2)C(=O)n2c(cc3cc(Cl)ccc32)C(=O)N1Cc1ccccc1 (stereo unspecified)	i
O=S(=O)(c1ccc(F)c(Cl)c1)N1CCN(Cc2nc3cccnc3n2-c2ccccc2)CC1	i
CC(C)Cc1cc(CN2CC(C(=O)O)CC2=O)no1 (stereo unspecified)	i
Fc1ccc(C2(c3noc(-c4n[nH]c5c4CCC5)n3)CCOC2)cc1 (stereo unspecified)	i
COc1ccccc1CNc1c(-c2ccc3c(c2)CCCC3)c(=O)c1=O	i
COc1ccc(CNC(=O)C2=C(C)C(=O)OC23CCN(S(=O)(=O)c2cccs2)CC3)cc1	i
CC(c1ccccc1)n1cnnc1CCn1cccn1 (stereo unspecified)	i
COc1cccc(-c2cn[nH]c2C2CCN(C(=O)c3onc4ccccc34)CC2)c1	i
CCOC1CCN(C(=O)CCSCc2ccc(F)cc2)CC1	i
C=CC[C@@H]1CC=C[C@@H](C)N1Cc1ccc(S(C)(=O)=O)cc1	i
O=S(=O)(c1ccc(Cl)s1)N1CCC(n2c(-c3ccccc3)nc3cccnc32)CC1	i
COc1ccc(-c2cc(C(=O)NCc3ccc(Cl)cc3)[nH]n2)cc1S(N)(=O)=O	i
COc1ccc(C(=O)Nc2nc3n(n2)C(c2ccc(F)cc2)C=C(c2ccc(Cl)cc2)N3)cc1 (stereo unspecified)	i
C=CCn1cc(CN(C)Cc2cnn(-c3cccc(C)c3)c2)c(C)n1	i
O=C(Nc1cnc2n1CCCC2)c1cc2ccccc2o1	i
O=C(CN1c2ccc(F)cc2-c2ccccc2S1(=O)=O)Nc1ccccc1Oc1ccccc1	+
CN(C)Cc1cccc(CNc2ncnc3c2CCNC3)c1	i
CCCCOc1ccc(C2CC(=O)Nc3cc(N4CCNC4=O)ccc32)cc1 (stereo unspecified)	i
CCCCSc1ncc(CN2CCC3(CC2)CN(C)CCN3C)cn1	i
Cc1ccc(O)c(CN2CCC(c3ccnc(-c4cccc(O)c4)c3)C2)n1 (stereo unspecified)	i

# Next section (4 carried over from the part before).
mol	FECH block
CN(C)Cc1cccc(CNc2ncnc3c2CCNC3)c1	i
CCCCOc1ccc(C2CC(=O)Nc3cc(N4CCNC4=O)ccc32)cc1 (stereo unspecified)	i
CCCCSc1ncc(CN2CCC3(CC2)CN(C)CCN3C)cn1	i
Cc1ccc(O)c(CN2CCC(c3ccnc(-c4cccc(O)c4)c3)C2)n1 (stereo unspecified)	i
CCNc1ncc(C(=O)N(CC)Cc2cc(Cl)ccc2OC)cn1	i
CC(=O)NCCC1CCN(c2cc(CN)nc(C)n2)CC1	i
CCCc1nc2nc(CC)[nH]n2c(=O)c1N	i
NC(=O)c1cnc2n1CCN(C(=O)c1nc3c(s1)CCCC3)C2	i
CC(C)C(C(=O)NC1CCCC1)N1CCN(C)C(=O)C1=O (stereo unspecified)	i
COCCn1c(CCCC(=O)NCc2cccnc2)nc2cccnc21	i
CC(C)Cc1cc(-c2nc3c([nH]2)CC(C)(C)CNC3=O)no1	i
Cc1ccc(NCc2cc(=O)n3[nH]c(NCc4ccccc4)nc3n2)cc1	i
CC(C)Cn1cncc1CNC(=O)c1cccc(-n2cnnc2)c1	i
C=CCN(Cc1ccccc1OC)C(=O)c1cccc(N(C)C)c1	i
CCCc1cc(Sc2ccc(NC(=O)Nc3ccc(C)c(F)c3)cc2)n2ncnc2n1	i
CCCc1c(C)nc2ncnn2c1Sc1ccccc1NC(=O)c1ccccc1OCC	i
O=C(NCCc1csc(-c2cccnc2)n1)c1ccc2c(c1)CCCO2	i
CCOc1ccc(S(=O)(=O)N2CCC(n3c(Cc4ccccc4)nc4cccnc43)CC2)cc1	i
CCCC(=O)Nc1cccc(C(=O)N2CCC(Cc3noc(C4CC4)n3)CC2)c1	i
Cc1ccc(NC(=O)CN2CCN(Cc3cccc(C)c3)S2(=O)=O)cc1	+
CN1C(=O)Cc2cc(S(=O)(=O)CCC(=O)Nc3ccc(Cl)c(C(F)(F)F)c3)ccc21	i
CCOC(=O)N[C@H]1C[C@@H](C(=O)NC[C@H]2CCc3ccccc3O2)N(C)C1	i
CCN1CCCC1CNS(=O)(=O)c1ccc2c(c1)CCN2C(=O)CCC(=O)N1CCCCCC1 (stereo unspecified)	i
CCn1c(=O)c2sccc2n2c(CCC(=O)NCCc3ccc(S(N)(=O)=O)cc3)nnc12	i
CCOc1ccc(C(=O)Nc2ccc(Nc3nc(C)cc(N(C)C)n3)cc2)cc1	i
O=C(O)c1ccc2c(c1)N(Cc1ccc(F)cc1)C(=O)C1CCCN21 (stereo unspecified)	i
O=C(CN1CCN(Cc2ccc(Cl)cc2)S1(=O)=O)Nc1cccc(Cl)c1	i
Cc1ccc2cc(C3(O)CCN(C(=O)CCn4cnnn4)CC3)ccc2n1	i
Cc1ccc(CN2CCN(C(=O)CCc3ccccn3)CC2=O)cc1	i
NC(=O)c1cccc(CC2CCN(C(=O)c3[nH]ncc3Cl)C2)c1 (stereo unspecified)	i
Cc1ccc(N2CC(NC(=O)Cc3ccc(F)cc3)CC2=O)cc1C (stereo unspecified)	i
O=C(O)c1[nH]ncc1CN1CCCN(Cc2ccccc2F)CC1	i
CCCc1cc(Sc2ccccc2NC(=O)Nc2ccc(F)c(Cl)c2)n2ncnc2n1	i
Cc1nc(CN(C)C(=O)c2c(-c3ccccc3Cl)noc2C)no1	i
CCCNC(=O)c1ccc(Cn2c(=O)c3cc(OC)c(OC)cc3n(CC(=O)NC(C)C)c2=O)cc1	i
Cc1ccc(-c2cc(Nc3ccc(Cl)c(C(F)(F)F)c3)nc(C)n2)cc1	i
Cc1cc(C)n2nc(CN(C(=O)c3ccccc3F)c3ccccc3)nc2n1	i
CS(=O)(=O)c1ccc(CN2CCN(Cc3ccccc3CO)CC2)cc1	i
O=S(=O)(Nc1nc2n(n1)C(c1ccc(F)cc1)C=C(c1ccc(Cl)cc1)N2)c1ccc(Cl)cc1 (stereo unspecified)	i
CN1CCN(C(=O)NCc2nc(-c3cccc(F)c3)c(-c3ccccn3)[nH]2)CC1	i
CCn1c(C2CCN(Cc3ccc(OC)c(COC)c3)CC2)n[nH]c1=O	i
Cc1ncsc1CCNC(=O)CSCc1ccccc1Cl	i
CCOC(=O)c1cccnc1-c1cccc(C(=O)O)c1	i
COc1cc(CN(C)C(C)c2ccccn2)cc2c1OCO2 (stereo unspecified)	i
COc1cc(Cl)c(NC(=O)CN2C(=O)CN(C)C(=O)c3ccccc32)c(OC)c1	i
COc1ccccc1C(=O)Nc1ccc(Nc2nc(C)cc(N3CCCC3)n2)cc1	i
COCCN(Cc1cccs1)C(=O)C(=O)Nc1ccc(C)cc1	i
Cc1ccc(CN2CCCN(Cc3ccc(F)cc3Cl)S2(=O)=O)cc1	i
OCCNc1nc(Nc2ccc(SC(F)F)cc2)c2cnn(-c3ccccc3)c2n1	i
Cc1ccc(Cn2c(CNC(=O)c3ccc(C)cc3)nc3cccnc32)cc1	i
CCC1=C(c2ccc(OC)cc2)S(=O)(=O)N(CC(=O)Nc2cccc(C)c2C)C1=O	i
COC(=O)[C@@H]1C[C@H](NC(=O)c2nc(C(C)C)cs2)CN1C	i
Cc1cccc(-c2cn(C3CCCc4ccccc43)nn2)n1 (stereo unspecified)	i
O=c1cc(CNc2ccc(Br)cc2)nc2nc(NCc3ccccc3)[nH]n12	i
CCc1ccc(Cn2c(CNS(=O)(=O)c3ccccc3)nc3cccnc32)cc1	i
Cn1c(=O)n(Cc2ccc(Br)cc2F)c(=O)c2cnc(-c3cccnc3)nc21	i
Cc1ccsc1CN(CC(C)C)C(=O)c1cc2ncc(CCO)cn2n1	i
O=C(NCC(=O)N1CCC(c2nc(-c3ccc(Cl)cc3)no2)CC1)c1ccco1	i
CCc1cc(N2CC[C@@H](N3CCC(O)CC3)[C@H](O)C2)nc(N2CCCCC2)n1	i
CCCC(=O)N(Cc1nc2nc(C)cc(C)n2n1)c1ccccc1Cl	i
CCCCOCC(=O)N1CCC(c2[nH]ncc2CC)CC1	i
COc1ccccc1N1CCN(C(=O)CSCc2nc(-c3ccc(Cl)cc3)no2)CC1	i
CCc1ccccc1NC(=O)CN1C(=O)CCc2cc(S(=O)(=O)N3CCCCC3)ccc21	i
COC(=O)c1ccc(NC(=O)CN2CCCN(Cc3ccc(OC)cc3)S2(=O)=O)cc1	i

# Part of the list above in order of heavy-atom count, high to low:
mol	FECH block
CCc1ccccc1NC(=O)CN1C(=O)CCc2cc(S(=O)(=O)N3CCCCC3)ccc21	i
Cc1ccc(Cn2c(CNC(=O)c3ccc(C)cc3)nc3cccnc32)cc1	i
CCCC(=O)N(Cc1nc2nc(C)cc(C)n2n1)c1ccccc1Cl	i
Cc1cccc(-c2cn(C3CCCc4ccccc43)nn2)n1 (stereo unspecified)	i
COC(=O)[C@@H]1C[C@H](NC(=O)c2nc(C(C)C)cs2)CN1C	i

# Further records follow:
mol	FECH block
CN(Cc1cc(C2CC2)n[nH]1)C(=O)CCc1cn2ccccc2n1	i
Cc1cc(Nc2ccccc2)nc(Nc2ccc(NC(=O)c3ccccc3Cl)cc2)n1	i
CC(C)=CC(=O)NCCC1CCCN(Cc2ccco2)C1 (stereo unspecified)	i
O=C(CSc1cc(N2CCCCC2)ncn1)NC1CCCC1	+
CC(C)c1cc(C(=O)NCc2nc(-c3ccccc3)n[nH]2)n(C)n1	i
CC(C)c1nccn1C1CCN(Cc2ccccc2)C1 (stereo unspecified)	i
Cc1ccc2[nH]c(CCCNC(=O)c3ccc(-n4cnnc4)cc3)nc2c1C	i
O=C(Cc1cccnc1)N1CCN(c2nnc(C(F)(F)F)s2)CC1	i
O=C1CC(=O)Nc2cc(S(=O)(=O)N3CCOCC3)ccc2N1	i
O=C(c1cc(COc2ccccc2)[nH]n1)N1CCC(Nc2ncccn2)CC1	i
CN(CCN1CCCCCC1)C(=O)c1cc(CN2CCCC(O)C2)on1 (stereo unspecified)	i
Cc1ccc(CNc2c(-c3ccc4c(c3)CCCC4)c(=O)c2=O)cc1	i
Cc1nn(C)c(Cl)c1S(=O)(=O)N1C[C@@H]2[C@@H]3CC[C@@H](C3)[C@@H]2C1	i
CCc1[nH]c2ccc(CNC(=O)c3ccc(Cn4ccnc4)o3)cc2c1C	i
CCc1csc(CNC(=O)c2ccc(N3CC(n4cccn4)C3)nc2)n1	i
O=C(Cc1c[nH]c2ccccc12)NCCn1c(C(F)(F)F)nc2cccnc21	i
O=C(NCc1cccnc1)c1ccc(CSc2ncn[nH]2)o1	i
O=C(COc1ccccc1)Nc1nc2n(n1)C(c1ccccc1Cl)C=C(c1ccc(Cl)cc1)N2 (stereo unspecified)	i
Cc1ccc(CN2CCNC(=O)C2CC(=O)Nc2cnc3n2CCCC3)cc1 (stereo unspecified)	i
Cc1cc(C2CCC2)nc(NCCN2CCCC2)n1	i
Cc1nc(SCc2nc(-c3cccc(Cl)c3)oc2C)[nH]c(=O)c1C	i
CCCNC(=O)Cn1c(=O)n(CC2CCC(C(=O)NCc3ccccc3)CC2)c(=O)c2sccc21 (stereo unspecified)	i
Cc1ccc(NCc2cc(=O)n3[nH]c(-c4ccc(C(C)(C)C)cc4)nc3n2)cc1C	i
CCn1c(C2CCN(Cc3ccnc(C(C)C)n3)CC2)n[nH]c1=O	i
Cc1ccsc1C(=O)N1CCn2nc(C(=O)NCc3ccccn3)cc2C1	i
Cc1cc(C)c2c(CC(=O)NCc3cccnc3N3CCOCC3)coc2c1	i
CCCCN(C(=O)c1ccn(C)c(=O)c1)C1CCCC1	i
COc1cc(-c2ccc(C)s2)cc2c1OCCN(Cc1cnn(C)c1)C2	i
COc1ccc(Cl)cc1S(=O)(=O)NCCn1c(-c2ccccc2)nc2cccnc21	i
Cc1cc(NC(=O)c2ccccc2C(F)(F)F)n(-c2ncnc3c2cnn3-c2cccc(C)c2C)n1	i
CCn1ccnc1-c1nccn1Cc1ccccc1Cl	i
O=C(c1ccncn1)N1CCc2[nH]nc(-c3ccc(-c4ccccc4)cc3)c2C1	i
CCOc1ccc(S(=O)(=O)Nc2cnc(N(CC)CC)c(C(=O)O)c2)cc1	i
COc1ccc(CC(=O)Nc2cc(C)nn2-c2ncnc3c2cnn3-c2ccc(Cl)cc2)cc1	i
CCOC(=O)c1cc2ccsc2n1CC(=O)Nc1cccc(C(C)=O)c1	i
CCCOC(=O)N1CCC2(CC1)N=C(Cc1ccc(OC)cc1)NC2=O	i
CC1(C)CC(NC(=O)c2nc[nH]c2C(=O)NCc2ccccn2)CC(C)(C)N1	i
Cc1ccc(S(=O)(=O)NCCn2c(-c3ccc(F)cc3)nc3cccnc32)c(C)c1	i
O=C(c1cc(COc2c(F)cccc2F)on1)N1CCCC1c1ccco1 (stereo unspecified)	i
CCc1nc(OCC(=O)NCc2ccccn2)c2c(-c3ccc(F)cc3)noc2n1	i

# Screens (PubChem BioAssay)

# The list is partial. The share of hits here may be higher or lower than overall.
